Bioassay records as filed in PubChem BioAssay.
D1 potentiator = enhances dopamine response at the human D1 receptor; HEK293 TREx D1 cells, calcium flux, dopamine EC20 potentiation; potentiation, % at 10 µM; hit rate 0.036% among 360,000; AID 504651; in the data active = potentiation above about 30%; also: 0% is about no effect
Target sequence (P21728 whole entry, looked up): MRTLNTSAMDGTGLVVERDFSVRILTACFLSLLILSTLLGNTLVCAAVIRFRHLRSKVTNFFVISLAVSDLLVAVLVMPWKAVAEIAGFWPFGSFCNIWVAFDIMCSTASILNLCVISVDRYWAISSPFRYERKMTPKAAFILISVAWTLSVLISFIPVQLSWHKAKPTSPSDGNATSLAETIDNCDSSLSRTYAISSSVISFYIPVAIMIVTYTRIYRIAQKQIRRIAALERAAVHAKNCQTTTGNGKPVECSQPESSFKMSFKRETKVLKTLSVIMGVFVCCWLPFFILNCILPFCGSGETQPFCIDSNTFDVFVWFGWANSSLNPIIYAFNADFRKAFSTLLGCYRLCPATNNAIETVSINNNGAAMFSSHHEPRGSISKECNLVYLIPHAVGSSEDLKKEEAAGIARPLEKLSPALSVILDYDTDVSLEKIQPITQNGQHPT
D1 ag = agonists of human D1 dopamine receptor; HEK293 T-REx D1 cells, calcium flux, agonist mode; activation, % at 2 µM; hit rate 1% among 360,000; AID 504660; in the data active = activation above about 30%; also: 0% is about no effect
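Tetracycline-induced HEK293 TREx D1 cells, force-coupled to calcium signalling, were dye-loaded with a no-wash calcium kit. Compound was pin-added after a 10 s baseline. Fluorescence was read kinetically at 1 cycle/s for 180 s, with calcium rises flagged as agonism.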
Vif-A3F inh = blocks the Vif interaction with APOBEC3F; HeLa A3F-eYFP + Vif (tagged APOBEC3F with the HIV-1 protein that degrades it), YFP fluorescence increase; Potency, µM (titrated, usually from 46.1 µM), inactives show at the highest dose activity, negative = active; hit rate 0.2% among 390,000; AID 602313; also: potency is read from the fitted curve at half-maximal effect; % of control where 0% means no effect; nearly all actives have a fitted effect of over 65% in size
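HeLa cells stably expressing Vif plus C-terminally eYFP-tagged A3F were seeded, incubated overnight at 37 deg C, dosed with compound, incubated overnight again at 37 deg C. Yellow fluorescence (Ex 488/Em 500-530) reported blocked Vif-mediated A3F-eYFP degradation.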
D1 antagonist = blocks dopamine activation of the human D1 receptor; P21728; HEK293 TREx D1 cells, calcium flux, dopamine EC80; hits give low values; activity change, negative = inhibition, % at 10 µM; hit rate 3.2% among 360,000; AID 504652; in the data active = activity change below about -30%; also: % is scaled to controls: 0 for no effect and ±100 for the full control effect
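Calcium flux readout: force-coupled, inducible Hek293 Trex D1 line, cells induced overnight at 30 C with tetracycline, dye-loaded 30–90 min at RT. Antagonism scored against EC80 dopamine challenge given 180 s after compound.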
Vif-A3G inh = inhibitors of Vif-APOBEC3G interaction. Q9HC16. HeLa A3G-eYFP + Vif (tagged APOBEC3G with the HIV-1 protein that degrades it), YFP fluorescence, overnight. hit rate 0.076% among 410,000. AID 602310. Potency, µM (top dose mostly 46.1 µM), without a hit: at the highest dose activity, negative = active, hits mostly inhibitors;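 also: potency is read from the fitted curve at half-maximal effect; % is scaled to controls: 0 for no effect and ±100 for the full control effect; nearly all actives have a fitted effect of over 60% in size; hits raise eYFP signal because A3G escapes Vif-driven loss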
Target sequence (Q9HC16 whole entry, looked up): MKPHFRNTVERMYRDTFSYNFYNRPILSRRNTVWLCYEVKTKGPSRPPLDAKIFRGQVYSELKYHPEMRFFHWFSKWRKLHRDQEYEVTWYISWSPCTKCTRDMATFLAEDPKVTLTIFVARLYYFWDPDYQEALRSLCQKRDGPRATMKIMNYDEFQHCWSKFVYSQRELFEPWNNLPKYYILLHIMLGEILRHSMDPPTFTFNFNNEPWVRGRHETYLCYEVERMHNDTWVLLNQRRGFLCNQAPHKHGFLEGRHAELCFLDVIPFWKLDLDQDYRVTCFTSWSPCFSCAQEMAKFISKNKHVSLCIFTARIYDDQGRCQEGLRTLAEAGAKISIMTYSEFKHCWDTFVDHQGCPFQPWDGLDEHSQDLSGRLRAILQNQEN
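HeLa cells stably expressing Vif and C-terminally eYFP-tagged A3G, seeded overnight at 37 deg C, then exposed to compound by pintool overnight at 37 deg C. Rise in yellow fluorescence (Ex 488/Em 500-530, Acumen) marks blocked Vif-driven A3G degradation.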
LDHA block = blocks human lactate dehydrogenase A; purified LDHA, NADH/diaphorase-resazurin fluorescence; hits give low values; activity change, % (values are at about 110 or 230 µM); hit rate 0.15% among 480,000; in the data active = activity change below about -30%; inconclusive = mostly about -25% to -30%;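 also: plate controls were DMSO wells for no effect and wells without enzyme for full effect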
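Resorufin fluorescence (ex540/em590), read at 0 and 20 min after diaphorase/resazurin addition, reports the NADH left after a 5 min room-temperature reaction of 2 nM human LDH5 with 0.06 mM NADH and 0.2 mM pyruvate.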
Glioma ERSR ind = ER stress response induction in glioma. Potency, µM, inactives show at the highest dose activation, actives largely listed as activators. AID 602332. U87-MG GRP78 promoter luciferase reporter, 16 h. hit rate 0.02% among 420,000; also: potency is read from the fitted curve at half-maximal effect; series mostly up to about 76 µM; % of control where 0% means no effect; nearly all actives have a fitted effect of over 35% in size
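Stably transfected U87-MG human glioma cells carrying a GRP78-based luminescent sensor were seeded at 1000 cells/well, pin-dosed with compounds and incubated 16 h. Luciferase reagent was then added, and end-point luminescence was read after 10 min at room temperature.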
RXFP1 ag = agonists of human relaxin receptor RXFP1 | HEK293T-RXFP1 cAMP TR-FRET, 30 min; response scale: percent of porcine relaxin response, buffer zero | Potency, µM (series often up to 57.5 µM), inactives show at the top dose activation, most hits filed as activators | hit rate 0.3% among 370,000; also: potency is read from the fitted curve at half-maximal effect; % is scaled to controls: 0 for no effect and ±100 for the full control effect; nearly all actives have a fitted effect of over 60% in size; many of its hits are not listed in these tables
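cAMP rise read by TR-FRET after 30 min, 37C compound exposure (up to 58 uM) in RXFP1-transfected HEK293 cells with Ro 20174 present. EC50 from Hill-equation fits, with 29 nM porcine relaxin as 100% and buffer as basal.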
D2 potentiator = D2 dopamine receptor (human) potentiation; P14416; HEK293 T-REx D2, calcium flux, EC20 dopamine potentiation; potentiation, % at 10 µM; hit rate 0.34% among 340,000;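 active = potentiation over 3 SD above the plate norm, cut at about 30% in these data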; also: 0% is about no effect
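Calcium flux readout, no-wash dye, 1 read/s. Inducible HEK293 Trex D2 line, overnight 30 C. Compound alone 180 s (agonist flags), then EC20 dopamine, another 180 s to score potentiation.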
* = called active by the depositor; ? = inconclusive; nt = not tested or not shown; & = joins results of further samples. Unless noted, calls follow the shape of the dose curve; as a rule, active = well fitted curve in the direction sought with a large enough effect; inconclusive = small, poorly fitted or top-dose-only effect, or another doubt; inactive = no such curve, though single readings can be large; an effect the other way counts as inactive or inconclusive. Not all compounds are listed; rates above refer to the full screens.

Each structure is followed by: D1 potentiator	D1 ag	Vif-A3F inh	D1 antagonist	Vif-A3G inh	LDHA block	Glioma ERSR ind	RXFP1 ag	D2 potentiator
1. C[n+]1c(-c2ccccc2)cc(CCCCc2cc(-c3ccccc3)[n+](C)c(-c3ccccc3)c2)cc1-c1ccccc1
  8	0	2%	13	-5%	-5	-4%	2.0%	-5
2. CC(C)Nc1ccc(Nc2ccccc2)cc1
  -3	4	8%	-20	-22%	25	-8%&-9%	1.1%	8
3. COC(=O)C1=C(c2ccc(OCc3ccccc3)cc2)C[C@@H]2CC[C@H]1N2C(=O)NCc1ccc([N+](=O)[O-])cc1
  nt	nt	8%	nt	5%	0	-3%	nt	nt
4. COC(=O)C1=C(c2cccc(OCc3ccccc3)c2)C[C@@H]2CC[C@H]1N2C(=O)NCc1ccc([N+](=O)[O-])cc1
  8	2	4%	nt	-3%	-1	-2%	1.3%	0
5. COc1cc2c(c(OC)c1OC)-c1ccc(O)c(=O)cc1[C@@H](NC(C)=O)CC2
  nt	nt	-7%	nt	?	6	-2%&0%	nt	nt
6. O=C1N(c2ccccc2)C(c2cccnc2)N2CCCN12 (stereo not drawn)
  6	4	0%	-5	2%	2	-4%	0.3%	nt
7. CCOc1ccc(CN2C(=O)c3ccccc3Sc3ccc(C(=O)N4CCC5(CC4)OCCO5)cc32)cc1
  6	2	-19%	6	-9%	-7	-2%	5.9%	0
8. COC(=O)C1=C(c2ccc3ccccc3c2)C[C@@H]2CC[C@H]1N2C(=O)N1CCCCC1
  -2	-2	-4%	nt	-11%	2	-7%	-0.2%	6
9. CC(CO)(CO)N=Cc1c(O)n(-c2cccc3ccccc23)c(=O)[nH]c1=O
  -5	4	-6%	19	-1%	-2	-5%	-0.5%	-9
10. C[N+]1(C)CCC(OC(=O)C(c2ccccc2)c2ccccc2)CC1
  nt	nt	7%	nt	0%	-17	-3%&-2%&3%&0%	nt	nt
11. Nc1cncc(C(=O)O)c1
  3&0	4&1	-7%&-5%	-23&5	5%&-1%	-9&-1	-2%&-4%	-1.8%&0.7%	2&-2
12. CCCCn1c(=O)c(C(=O)NCCc2ccccc2)c(O)c2ccccc21
  -1	18	-10%	4	3%	0	-1%	1.5%	1
13. COc1ccc2[nH]c(C)c(CCNCc3cn(C)c4ccccc34)c2c1
  -11	41*	-1%	-55*	-14%	-8	-5%	-2.7%	-8
14. CCCCn1c(N)c(C(=O)OCCOC)c2nc3ccccc3nc21
  0	1	2%	0	2%	13	-1%	5.5%	nt
15. CCc1ccc2nc(N3CCC(C(=O)N4CCC5(CC4)OCCO5)CC3)sc2c1
  -1	5	9%	2	-4%	-7	-2%	1.2%	nt
16. O=c1[nH]c(=O)n(-c2ccccc2Cl)c(O)c1C=NCCN1CCCCC1
  0	4	nt	-2	1%	-5	-4%	-1.1%	-28
17. CCN1CCC(O)(c2ccccc2)C(C(=O)c2ccccc2)C1 (stereo not drawn)
  nt	nt	2%	nt	-2%	-3	-15%	nt	nt
18. COc1ccc(NC(=O)CSc2nc(-c3cccs3)cc(C(F)(F)F)n2)cc1Cl
  4	3	?	-10	?	-2	-2%	-0.7%	15
19. CCCC1C(C#N)=C(N)Oc2c1c(=O)oc1ccccc21 (stereo not drawn)
  -8	-1	nt	-28	-1%	-1	-1%	2.0%	2
20. COc1ccc(OC)c(CN2CCN(C(=O)Cc3ccccc3)CC2)c1
  4	6	-6%	-14	2%	-11	-5%	-1.2%	-28
21. CC(=O)O[C@@H]1/C=C/[C@](C)(O)C[C@@H](C)C/C=C/[C@H]2[C@H](O)[C@@](C)(O)[C@@H](C)[C@H]3[C@H](Cc4ccccc4)NC(=O)[C@@]312
  nt	nt	6%	nt	4%	0	-2%	nt	nt
22. CCOc1cccc(=NC2CCCCC2)c2c(C)n(C)c(C)c12
  -14	22	-1%	-11	3%	2	-4%	3.4%	-16
23. COc1ccc(NC(=O)[C@@H](NC(=O)N2C[C@H]3C[C@@H](C2)c2cccc(=O)n2C3)C(C)C)cc1
  -7	2	-4%	10	-2%	-5	0%	1.8%	-8
24. Cc1n[nH]c(C)c1CCN
  -7	4	5%	2	0%	-3	-3%	1.5%	-8
25. CC(=O)OC1CC(OC2C(O)CC(OC3C(O)CC(OC4CCC5(C)C(CCC6C5CCC5(C)C(C7=CC(=O)OC7)C(O)CC65O)C4)OC3C)OC2C)OC(C)C1OC1OC(CO)C(O)C(O)C1O (stereo not drawn)
  nt	nt	-29%	nt	-4%	2	-7%	nt	nt
26. Cc1cc(OCC(=O)NCC(O)c2ccccc2)c2c3c(c(=O)oc2c1)CCCC3 (stereo not drawn)
  -2	2	-6%	8	-3%	-1	1%	1.7%	nt
27. C[C@@H]1C2C[C@@]34COC(=O)C3=CC=C[C@H]4[C@@]13C[C@H](c1ccoc1)O[C@@H]3O2
  4	0	7%	-18	4%	-1	-5%	-0.8%	3
28. COc1cc(C=C2C(=O)NC(=O)NC2=O)ccc1OS(=O)(=O)c1ccccc1[N+](=O)[O-]
  nt	6	1%	-1	1%	-18	1%	0.4%	-3
29. CCC(=Nc1ccc2c(c1)CCC2)c1c(O)n(C)c(=O)n(C)c1=O
  0	4	-1%	-2	-8%	1	-1%	0.2%	1
30. CCc1ccc(CNCCc2c[nH]c3ccccc23)cc1
  1	7	-3%	-10	-1%	-7&-7	-4%	2.1%	-16
31. CC(c1ccccc1)(c1ccccc1)c1ccncc1
  -2	11	-29%	1	2%	-2	-1%	1.9%	nt
32. O=P(Oc1ccccc1)(N1CCOCC1)N1CCOCC1
  nt	nt	-4%	nt	1%	-7	-3%	nt	nt
33. CCOP(=O)(OCC)C(NC(=O)c1ccc(C)cc1)=C(Cl)Cl
  -4	-1	2%	-2	-3%	-6	-2%	2.8%	3
34. O=C(C1CCCN(c2nnc(-n3cccc3)s2)C1)N1CCC2(CC1)OCCO2 (stereo not drawn)
  -3	0	3%	-7	0%	3	-1%	0.7%	1
35. COc1ccc(CN2CCCC(C(=O)c3ccc(Cl)cc3)C2)c(OC)c1 (stereo not drawn)
  -1	11	-1%	-35*	1%	-8	-4%	-4.0%	-20
36. Cn1cccc1/C=C1\C(=O)NC(=O)N(CCC2=CCCCC2)C1=O
  -5	1	-5%	-16	3%	-1	-1%	0.5%	18
37. CCOP(=O)(OCC)C(CC)N1CCOCC1 (stereo not drawn)
  12	1	7%	-10	0%	-5	-6%	0.9%	6
38. N#CC1c2ccccc2-n2nncc2CN1S(=O)(=O)c1ccccc1 (stereo not drawn)
  nt	nt	-7%	nt	-1%	-4	-4%	nt	nt
39. O=c1c2ccccc2nc(/C=C/c2ccco2)n1-c1ccccc1O
  0	4	0%	22	?	0	0%	-0.6%	6
40. C/C(=N\N1CCCCC1c1cccnc1)c1c(O)n(C2CCCCC2)c(=S)[nH]c1=O (stereo not drawn)
  0	16	?	22	?	-2	-7%	-0.6%	4
41. CCC12CN3CCN(CC(C3)/C1=N/NC(=O)c1ccncc1)C2
  -1	1	-13%	6	-5%	-4	2%	0.2%	nt
42. COC(=O)C1=C(c2ccc(OC(F)(F)F)cc2)C[C@@H]2CC[C@H]1N2C(=O)N1CCCC1
  -2	3	-7%	-2	0%	0	-6%	-0.8%	3
43. CCOC(=O)c1c(C)n(C(C)C)c2ccc(OC(=O)c3ccc(N4C(=O)CCC4=O)cc3)cc12
  -1	2	-7%	20	0%	-8	-2%	0.3%	14
44. COc1ccc(CC2C(=O)N(C)C(=O)N(C)C2=O)c(OC)c1
  5	1	?	10	1%	12	-2%	-0.5%	-5
45. O=C(Nc1ccccc1)c1cc([N+](=O)[O-])ccc1N1CCNCC1
  -7	2	13%	4	-5%	-5	-1%	1.4%	-6
46. COc1ccc(OCCOc2cccc(C=C3C(=O)NC(=O)NC3=O)c2)cc1
  -1	6	nt	-15	nt	nt	nt	0.7%	nt
47. C=C1C[C@@H]2[C@H](CC[C@]3(C)C(=O)CC[C@@H]23)[C@@]2(C)C=CC(=O)C=C12
  -2	1	nt	-17	nt	nt	nt	-0.5%	-8
48. Clc1cccc(Cl)c1CN1CCN(c2ccccc2)CC1
  8	2	-18%	8	-6%	-20	-4%	0.7%	-6
49. Cc1ccc(CS(=O)(=O)Cc2ccc(C(=O)N3CCC4(CC3)OCCO4)o2)cc1
  -2	2	-3%	-3	5%	4	-2%	-1.2%	-1
50. CC(=O)N1CC(=O)Nc2ccc(Cl)cc2C1c1ccc(F)cc1 (stereo not drawn)
  2	1	2%	-21	3%	-10	1%	0.0%	0
51. Cc1ccc(NC(=O)c2cc(-c3ccccc3)n(CCCN3CCOCC3)c2C)cc1
  -4	1	-8%	3	-1%	0	-5%	2.0%	-13
52. Cc1cccc(C)c1OCC(=O)Nc1ccc(Cl)cc1C(=O)c1ccccc1
  -1	0	1%	-5	-3%	-8	-2%	1.9%	-9
53. CCOc1ccc2nc(N=Nc3c(O)[nH]c(=O)[nH]c3=O)sc2c1
  4	0	-5%	6	-1%	1	0%	-1.6%	9
